# Source: PubChem
# Rac1 GTP hydrolysis: MgcRacGAP GTPase-activating activity inhibitors, confirmation, biochemical, ADP Hunter fluorescence; MgcRacGAP-stimulated Rac1 GTP hydrolysis, ADP Hunter fluorescence; higher % means a stronger effect; GST-tagged Rac1 F28L mutant substrate; AID 624330; 0.6% of 340,000 active; one-dose inhibition, % at 30 µM; IC50 in µM for titrated hits;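 active means first-screen hits whose inhibition reached a set limit at any dose in the follow-up dose series; inconclusive means inhibition above the set first-screen limit but never retested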;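 further: fluorescence reports GDP produced by GAP-driven GTP hydrolysis; strong numbers were not always called active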
# K1F lysis inhibition: inhibition of K1F phage lysis, E. coli UTI89, bacterial capsule biogenesis inhibitors, alamar blue (AID 488966); 0.02% of 340,000 active; E. coli UTI89 K1F phage lysis, alamar blue, 2 h; higher % means a stronger effect; inhibition, % at 100 µM, or IC50 in µM where a hit was titrated;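 active means phage lysis inhibition, versus mean bacterial control, above a set limit; inconclusive means no clear call, values can overlap the other calls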;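 further: capsule biogenesis inhibitors block K1F phage lysis so surviving cells raise fluorescence; higher fluorescence means more inhibition of phage lysis; actives were called in the ten point dose series up to 300 µM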
# Salmonella PhoP GFP: inhibitors of PhoP regulon expression, primary screen, Salmonella Typhimurium, GFP reporter (AID 1863); S. Typhimurium PhoP-regulated promoter GFP reporter, 4 h; higher % means a stronger effect; one-dose inhibition, % at 50 µM; IC50 in µM for titrated hits; 0.16% of 300,000 active;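 active means inhibition over 29.93%, a cutoff 3 SD above the screen mean, later confirmed by dose response; inconclusive means inhibition over 29.93% but no dose response follow-up; inactive means inhibition at most 29.93% or unconfirmed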;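 further: 0% = low Mg2+ inducing control and 100% = high Mg2+ repressing control; strong numbers were not always called active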
# RSV CPE inhibition: inhibition of RSV-induced cytopathic effect – HEp-2 cells, primary 10 µM value included (AID 2391); 0.13% of 310,000 active; HEp-2 cells, RSV-induced CPE inhibition; higher % means a stronger effect; CPE inhibition, % at 10 µM, or IC50 in µM where a hit was titrated; in the data active means a potency from the dose series; inconclusive means CPE inhibition mostly from about 23% at the one dose, without a potency; inactive means the rest, 99 in 100 with CPE inhibition below about 21%; further: strong numbers were not always called active
# NS5 inhibitors: flavivirus cap methylation enzyme inhibition – biochemical, confirmation dose response, primary screen (AID 588689); 0.3% of 340,000 active; one-dose inhibition, % at 25 µM; IC50 in µM for titrated hits; Dengue-2 NS5 methyltransferase capping enzyme assay, biochemical; higher % means a stronger effect; in the data active means a potency from the dose series; inconclusive means inhibition above about 29% without an active follow-up result
# GPR35 arrestin U2OS: inhibition of zaprinast-stimulated GPR35 beta-arrestin translocation – imaging, U2OS, beta-arrestin-GFP, zaprinast agonist, primary screen (AID 2058); 0.052% of 290,000 active; inhibition, % at 10 µM, or IC50 in µM where a hit was titrated; U2OS GPR35 beta-arrestin-GFP translocation imaging, zaprinast antagonism; higher % means a stronger effect;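 active means inhibition of at least 50% with at least 30 cells and total cytoplasm GFP at most 10,000,000; inconclusive means under 30 cells or total GFP of 10,000,000 plus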
# SV40 large T antigen: SV40 large T antigen inhibitors, biochemical (AID 1903) | SV40 large T antigen ATPase/helicase inhibition assay; higher % means a stronger effect | inhibition, % at 20 µM; hits with a dose series show IC50 in µM | 0.39% of 310,000 active; in the data active means a potency from the dose series; inconclusive means inhibition mostly from about 32% at the one dose, without a potency; inactive means the rest, 99 in 100 with inhibition below about 32%; further: strong numbers were not always called active
# GPR55 antagonists: GPR55 antagonists blocking LPI-driven arrestin recruitment, primary screen, imaging, U2OS, beta-arrestin-GFP, LPI agonist (AID 2013) | U2OS GPR55 beta-arrestin-GFP translocation imaging, LPI antagonism; higher % means a stronger effect | inhibition, % at 10 µM; hits with a dose series show IC50 in µM | 0.13% of 290,000 active;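 active means spots per cell inhibited over 60%, with over 100 cells counted and total cytoplasm intensity under 500,000; inconclusive means wells with under 100 cells, flagged as likely toxic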;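 further: U2OS cells stably carrying GPR55 and arrestin-GFP stimulated by 5 µM LPI near EC80; imaged beta-arrestin-GFP aggregate spots per cell after agonist stimulation; plate controls were LPI-stimulated DMSO wells for no effect and DMSO wells without LPI for full effect; some results filed as inactive read as strong as hits; confirmed hits need IC50 under 10 µM and bright autofluorescent wells are also inconclusive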
# HIV peptide binding: cell-free HIV fusion peptide-binding blockers – biochemical, uHTS, fluorescence dequenching, primary screen (AID 1986). cell-free peptide binding, fluorescence dequenching, 30 min; higher % means a stronger effect. one-dose inhibition, % at 20 µM; IC50 in µM for titrated hits. 0.3% of 290,000 active; in the data active means inhibition mostly above about 52%, no sharp cut-off; inactive means mostly below about 76%; further: some results filed as inactive read as strong as hits
# An asterisk follows results filed as active; i = inactive; u = inconclusive; x = no result given; [ ] = remark or other dose.
# Sequence of screens – Rac1 GTP hydrolysis, K1F lysis inhibition, Salmonella PhoP GFP, RSV CPE inhibition, NS5 inhibitors, GPR35 arrestin U2OS, SV40 large T antigen, GPR55 antagonists, HIV peptide binding
Cc1cc(C(=O)COC(=O)C2=NNC(=O)CC2)c(C)n1-c1cccc(C(F)(F)F)c1
 : 8%, u, -4%, 9.6%, -3%, 4%, 20%, 0%, -0.2%
COc1ccccc1Nc1nc(N)nc(CN2CCN(c3ccccc3)CC2)n1
 : 4%, 0.0%, -2%, 0.5%, -2%, -8%, 8%, -14%, -1.0%
Cc1nc(NC(=O)COC(=O)CCC(=O)c2cccs2)c(Cl)cc1Cl
 : 4%, 0.0%, 3%, -1.7%, -10%, 6%, 5%, 5%, -1.4%
CCOC(=O)c1c(N)c(C#N)c2n1CCCC2
 : 5%, 0.1%, 2%, 3.5%, 1%, 1%, 1%, -5%, 0.7%
CCC(=NCc1ccccc1)C1=C(O)C(C(=O)OC)C(C)(C)CC1=O (configuration not stated)
 : 2%, -0.2%, 0%, 1.1%, -6%, -3%, 4%, -6%, -3.8%
CCOc1ccc2nc(NC(=O)CN3CCC(n4nnc5cc(C(F)(F)F)ccc54)CC3)sc2c1
 : 3%, -0.7%, 3%, 2.3%, 2%, 15%, 1%, 2%, -0.7%
COc1ccc(CN2CCNC(=O)C2CC(=O)N2CCCCO2)c(OC)c1 (configuration not stated)
 : 10%, 0.2%, 8%, 1.8%, 4%, -14%, 6%, 9%, 0.0%
COc1ccccc1NS(=O)(=O)c1ccc(O)cc1
 : -2%, -0.9%, 25%, -0.2%, 0%, 16%, 7%, 5%, -0.3%
CSc1nc2nc3c(c(=O)n2[nH]1)CCCC3
 : 15%, i, -1%, 1.9%, -1%, 14%, 6%, -3%, 1.4%
CCN(C(=O)COC(=O)c1ccccc1Nc1cccc(C)c1C)C1CCS(=O)(=O)C1 (configuration not stated)
 : 3%, 4.0%, -10%, 2.0%, 0%, 6%, 1%, 11%, 0.9%
Cc1noc(COc2ccccc2OCC(O)CNC(C)(C)C)n1 (configuration not stated)
 : 6%, 0.2%, 4%, 0.2%, -1%, 0%, -8%, 2%, -0.7%
O=C(NC1C2CC3CC(C2)CC1C3)C1CCCCC1 (configuration not stated)
 : 12%, 0.4%, -7%, 0.5%, -9%, -12%, 4%, -9%, -0.1%
CCN(CC(=O)Nc1cccc(OC)c1)C(=O)c1ccco1
 : x, -0.1%, -7%, 5.1%, -4%, -4%, 7%, 2%, -2.0%
O=C1OC(Nc2ccc(F)c([N+](=O)[O-])c2)c2ccccc21 (configuration not stated)
 : 10%, 4.7%, x, x, -2%, 0%, 1%, -23%, -1.7%
CSc1nc(N2CCOCC2)c2c(c1C#N)CCCCC2
 : 1%, 0.7%, -4%, 2.1%, -1%, 13%, 5%, 9%, -0.3%

# An excerpt from above in order of the RSV CPE inhibition value, high to low:
SMILES	Rac1 GTP hydrolysis	Salmonella PhoP GFP	RSV CPE inhibition	NS5 inhibitors	GPR35 arrestin U2OS	SV40 large T antigen	HIV peptide binding
Cc1cc(C(=O)COC(=O)C2=NNC(=O)CC2)c(C)n1-c1cccc(C(F)(F)F)c1	8%	-4%	9.6%	-3%	4%	20%	-0.2%
CCOc1ccc2nc(NC(=O)CN3CCC(n4nnc5cc(C(F)(F)F)ccc54)CC3)sc2c1	3%	3%	2.3%	2%	15%	1%	-0.7%
CCN(C(=O)COC(=O)c1ccccc1Nc1cccc(C)c1C)C1CCS(=O)(=O)C1 (configuration not stated)	3%	-10%	2.0%	0%	6%	1%	0.9%
COc1ccccc1Nc1nc(N)nc(CN2CCN(c3ccccc3)CC2)n1	4%	-2%	0.5%	-2%	-8%	8%	-1.0%
Cc1noc(COc2ccccc2OCC(O)CNC(C)(C)C)n1 (configuration not stated)	6%	4%	0.2%	-1%	0%	-8%	-0.7%
COc1ccccc1NS(=O)(=O)c1ccc(O)cc1	-2%	25%	-0.2%	0%	16%	7%	-0.3%

# Whole records from above. Order of values: Rac1 GTP hydrolysis | K1F lysis inhibition | Salmonella PhoP GFP | RSV CPE inhibition | NS5 inhibitors | GPR35 arrestin U2OS | SV40 large T antigen | GPR55 antagonists | HIV peptide binding
# CCOc1ccc2nc(NC(=O)CN3CCC(n4nnc5cc(C(F)(F)F)ccc54)CC3)sc2c1 as listed: 3% | -0.7% | 3% | 2.3% | 2% | 15% | 1% | 2% | -0.7%
# CCN(C(=O)COC(=O)c1ccccc1Nc1cccc(C)c1C)C1CCS(=O)(=O)C1 (configuration not stated) as listed: 3% | 4.0% | -10% | 2.0% | 0% | 6% | 1% | 11% | 0.9%
# CSc1nc(N2CCOCC2)c2c(c1C#N)CCCCC2 as listed: 1% | 0.7% | -4% | 2.1% | -1% | 13% | 5% | 9% | -0.3%

# Two records picked at random from the list so far, as already listed:
# Sequence of screens – Rac1 GTP hydrolysis, K1F lysis inhibition, Salmonella PhoP GFP, RSV CPE inhibition, NS5 inhibitors, GPR35 arrestin U2OS, SV40 large T antigen, GPR55 antagonists, HIV peptide binding
CSc1nc2nc3c(c(=O)n2[nH]1)CCCC3
 : 15%, i, -1%, 1.9%, -1%, 14%, 6%, -3%, 1.4%
CCN(CC(=O)Nc1cccc(OC)c1)C(=O)c1ccco1
 : x, -0.1%, -7%, 5.1%, -4%, -4%, 7%, 2%, -2.0%

# More compounds follow:
# Sequence of screens – Rac1 GTP hydrolysis, K1F lysis inhibition, Salmonella PhoP GFP, RSV CPE inhibition, NS5 inhibitors, GPR35 arrestin U2OS, SV40 large T antigen, GPR55 antagonists, HIV peptide binding
CCOC(=O)N1CCN(C(=O)c2ccccc2N(C)S(C)(=O)=O)CC1
 : 15%, 0.5%, 8%, -0.6%, -2%, -9%, -4%, -2%, -0.6%
CCOc1ccc(NC(=O)CC(Cc2ccc(Cl)cc2)C(=O)O)cc1 (configuration not stated)
 : 10%, -0.1%[50 µM], 7%, 0.3%, -5%, -20%, 1%, 12%, -0.4%
COC(=O)C1=CN(CCCN2CCCC2=O)C=C(C(=O)OC)C1c1cccs1
 : 5%, 0.3%, 5%, -0.1%, -8%, -10%, 4%, 3%, 0.3%
NC(CSCc1cccc(Br)c1)C(=O)O (configuration not stated)
 : -10%, -0.9%, 9%, 0.7%, -8%, -6%, 8%, -1%, 3.3%
O=c1c(N2CCOCC2)nsnc1N1CCOCC1
 : 1%, 0.0%, 2%, 0.6%, -1%, -10%, 10%, -3%, -0.4%
O=C(CN1CCCc2ccccc21)N/N=C/c1ccc(F)cc1F
 : -7%, 0.4%, -1%, 0.7%, -8%, -2%, 11%, 10%, 1.0%
COc1ccc(NC(=O)Cc2cccc3ccccc23)cc1
 : 11%, 2.8%, -2%, 2.8%, x, 9%, 1%, 1%, 0.2%
Nc1nc(SCc2ccc([N+](=O)[O-])cc2)nc2nc3c(cc12)CCCC3
 : 4%, 0.1%, u, 2.7%, -3%, -10%, 25%, -1%, 24%
O=S(=O)(NCC1CCN(Cc2ccccc2)CC1)c1ccccc1C(F)(F)F
 : -2%, 0.2%, 6%, -1.2%, -3%, 24%, -3%, 1%, -1.6%
OCCN1CCN(CCOc2cccc(Cl)c2)CC1
 : 2%, 0.0%, 12%, 0.8%, -3%, 1%, -2%, 2%, 3.9%
Cc1ccc(S(=O)(=O)c2cc3c(=O)n4cccc(C)c4nc3n(CC3CCCO3)c2=N)cc1C (configuration not stated)
 : 3%, -0.1%, -8%, 2.7%, 3%, -6%, 6%, 10%, 0.4%
NC(=O)c1ccc(NC(=O)COC(=O)c2n[nH]c3ccccc23)cc1
 : 3%, 0.4%[50 µM], x, 1.3%, -2%, x, x, x, x
